Compound activity as filed in PubChem BioAssay.
LYPLA1 inh – blocks human lysophospholipase 1, a PME1 counter-screen. inhibition, % at 5.9 µM. AID 2174. 320,000 compounds, 0.16% hits. recombinant LYPLA1, FP-Rh probe fluorescence polarization;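 active means inhibition above the mean of all tested compounds plus 3 SD, set per campaign, cut at about 14% in these data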;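 further: inhibitors block serine hydrolase probe labeling of LYPLA1 so polarization falls; 0% = enzyme with DMSO and 100% = wells lacking LYPLA1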
Target sequence (O75608 whole entry, looked up): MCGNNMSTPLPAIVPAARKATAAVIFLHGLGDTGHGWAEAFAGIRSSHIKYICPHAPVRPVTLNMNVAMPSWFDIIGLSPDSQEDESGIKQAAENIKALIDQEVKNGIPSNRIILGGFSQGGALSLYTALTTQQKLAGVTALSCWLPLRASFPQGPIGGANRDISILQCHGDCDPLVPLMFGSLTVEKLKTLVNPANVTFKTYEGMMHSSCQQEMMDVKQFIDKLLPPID
PAFAH1B2 FP inh – inhibitors of human PAFAH1B2; inhibition, % at 3.39 µM; 340,000 compounds, 1.2% hits; recombinant PAFAH1B2, FP-rhodamine activity probe, fluorescence polarization; P68402; AID 492953;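 active means inhibition above the mean of all tested compounds plus 3 SD, cut at about 24% in these data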;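 further: 0% = enzyme with DMSO and 100% = wells lacking PAFAH1B2; many of its hits are not listed in these tables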
Target sequence (P68402 whole entry, looked up): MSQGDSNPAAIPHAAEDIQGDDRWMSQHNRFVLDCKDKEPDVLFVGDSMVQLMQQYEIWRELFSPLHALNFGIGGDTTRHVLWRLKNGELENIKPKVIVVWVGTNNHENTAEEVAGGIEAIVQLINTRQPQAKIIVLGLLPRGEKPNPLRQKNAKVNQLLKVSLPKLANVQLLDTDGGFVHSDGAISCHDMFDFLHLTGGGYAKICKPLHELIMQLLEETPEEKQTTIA
pPAFAH inh – inhibitors of human plasma PAF acetylhydrolase (pPAFAH) | Q13093 | recombinant pPAFAH, FP-rhodamine probe fluorescence polarization | inhibition, % at 3.39 µM | 330,000 compounds, 1.5% hits;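 active means inhibition above the mean inhibition across the screen plus 3 SD, cut at about 25% in these data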;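 further: inhibitors block binding of the rhodamine activity-based probe so polarization drops; 0% = enzyme with DMSO and 100% = wells lacking pPAFAH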
LYPLA2 inh – blocks human lysophospholipase 2, a PME1 counter-screen; O95372; recombinant LYPLA2, FP-Rh probe fluorescence polarization; inhibition, % at 5.9 µM; 320,000 compounds, 0.38% hits;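 active means inhibition above the screen-wide mean plus 3 SD, limit set per campaign, cut at about 26% in these data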;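 further: 0% = LYPLA2 with DMSO and 100% = wells lacking LYPLA2 enzyme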
Target sequence (O95372 whole entry, looked up): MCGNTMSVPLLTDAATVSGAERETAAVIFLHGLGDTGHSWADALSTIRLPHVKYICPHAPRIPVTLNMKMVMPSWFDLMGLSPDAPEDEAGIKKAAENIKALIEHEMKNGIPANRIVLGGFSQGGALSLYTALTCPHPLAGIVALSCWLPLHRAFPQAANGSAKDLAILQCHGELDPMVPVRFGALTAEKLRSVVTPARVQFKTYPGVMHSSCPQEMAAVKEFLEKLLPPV
GSTO1 counter – blocks human GSTO1 in RBBP9 counter-screen. recombinant GSTO1, activity-based probe fluorescence polarization. inhibition, % at 5.96 µM. 300,000 compounds, 1.1% hits;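 active means inhibition above the campaign mean inhibition plus 3 SD, cut at about 35% in these data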;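 further: 0% = GSTO1-1 with DMSO and 100% = wells lacking GSTO1-1 enzyme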
PREPL inh – human PREPL enzyme inhibition. Q4J6C6. recombinant PREPL, fluorescence polarization activity-based probe. inhibition, % at 5.96 µM. 320,000 compounds, 0.68% hits. AID 2751; in the data active means inhibition above about 43%;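 further: 0% = enzyme with DMSO and 100% = wells lacking enzyme; many of its hits are not listed in these tables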
PAFAH2 inh – PAFAH2 (human) inhibition; Q99487; recombinant PAFAH2, FP-rhodamine activity probe, fluorescence polarization; inhibition, % at 3.39 µM; 340,000 compounds, 0.99% hits; AID 492956;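 active means inhibition above the mean over all tested compounds plus 3 SD, cut at about 30% in these data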;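 further: inhibitors block probe labeling of enzyme so polarization drops; 0% = enzyme with DMSO and 100% = wells lacking PAFAH2 protein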
PAFAH1B3 inh – PAFAH1B3 (human) inhibition; 340,000 compounds, 0.28% hits; inhibition, % at 3.39 µM; AID 492972; Q15102; recombinant PAFAH1B3, FP-rhodamine probe, fluorescence polarization;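 active means inhibition above the screen-wide average of all tested compounds plus 3 SD, cut at about 25% in these data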;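 further: 0% = enzyme with DMSO only and 100% = wells lacking PAFAH1B3 protein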
Target sequence (Q15102 whole entry, looked up): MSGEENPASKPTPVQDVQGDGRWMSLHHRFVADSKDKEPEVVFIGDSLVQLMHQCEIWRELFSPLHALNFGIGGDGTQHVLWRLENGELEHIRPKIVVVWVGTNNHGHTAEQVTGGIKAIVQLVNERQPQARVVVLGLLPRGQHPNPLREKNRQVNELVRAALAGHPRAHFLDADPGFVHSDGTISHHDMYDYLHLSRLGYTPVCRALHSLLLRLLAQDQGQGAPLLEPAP
PAD4 FP inh – inhibitors of human PAD4 | recombinant PAD4, RCA probe fluorescence polarization | inhibition, % at 6.36 µM | 330,000 compounds, 0.41% hits | AID 485272;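 active means percent inhibition above a cutoff equal to the mean of all tested compounds plus 3 SD, cut at about 15% in these data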;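 further: 0% = PAD4 with RCA probe and DMSO and 100% = probe without PAD4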
Active calls of the source: *; nt = not tested or not shown.

#	SMILES	PAD4 FP inh	LYPLA2 inh	GSTO1 counter	PAFAH1B3 inh	PAFAH1B2 FP inh	LYPLA1 inh	PREPL inh	pPAFAH inh	PAFAH2 inh
1	CC1CCCCN1C/C=C/c1ccccc1[N+](=O)[O-] (configuration not stated)	1.8	-0.8	0.3	4.0	1.6	2.5	7.6	-2.4	-3.1
2	CCN(CC)c1ccc(C(=O)NNC(=O)CNC(=O)c2cccs2)cc1	1.1	4.5	nt	0.4	5.5	2.5	10.3	-4.1	-3.6
3	O=C(NCC(=O)N(c1ccc2c(c1)OCO2)C(C(=O)NC1CCCC1)c1ccncc1)c1ccco1 (configuration not stated)	-0.3	1.3	2.1	-3.9	-1.4	-1.0	-7.9	7.0	-2.7
4	CC(C)CN1CCNC(=O)C1CC(=O)NCCc1cnn(-c2ccccc2)c1 (configuration not stated)	5.9	-2.9	3.0	8.0	2.8	-0.2	19.2	0.6	-0.5
5	COc1ccc(NC(=S)N2CCC(c3nc4ccccc4[nH]3)CC2)c(OC)c1	0.7	7.6	1.1	-0.9	0.7	0.6	20.8	8.1	5.3
6	CCc1nc2ccccc2c(C(=O)O)c1C	0.2	9.7	-1.7	11.0	-4.7	0.4	10.0	2.6	-3.5
7	Cc1ccc(-c2nnc(C)c(N3CC(C)OC(C)C3)n2)cc1 (configuration not stated)	-1.6	-1.6	6.4	-3.0	-3.9	-2.5	10.1	0.8	-2.5
8	COc1cc(OC)cc(C(=O)NCC(=O)N2CCCCC2)c1	-2.3	4.3	4.5	5.2	9.0	-1.3	1.8	0.2	-0.5
9	Cc1ccc(N2CC(C(=O)N3CCC(C(=O)Nc4nncs4)CC3)CC2=O)cc1 (configuration not stated)	3.8	4.5	-12.6	-1.1	0.3	1.0	3.2	2.1	-3.7
10	COc1ccc(Cl)c2sc(N(CCN(C)C)C(=O)CCS(=O)(=O)c3ccc(C)cc3)nc12	-1.0	9.1	1.1	5.4	-2.0	7.4	-9.0	1.1	5.2
11	CCC(C)(C)n1nnnc1C(c1ccc(C)cc1)N(Cc1ccco1)Cc1cccs1 (configuration not stated)	2.0	-0.1	0.1	3.6	2.8	0.7	2.4	-1.4	-0.6
12	O=C1CC(N2CCN(c3ccc(F)cc3)CC2)C(=O)N1c1ccc(F)cc1 (configuration not stated)	-0.8	1.3	0.7	7.2	3.0	-2.0	1.6	-2.9	6.8
13	Cc1ccc(N(CC(O)CN2CCCCC2)S(=O)(=O)c2ccccc2[N+](=O)[O-])cc1 (configuration not stated)	-1.0	2.0	3.9	-0.9	2.7	-1.3	10.6	-1.1	2.5
14	O=C(COC(=O)CC1CC2CCC1C2)NCc1ccc(F)cc1 (configuration not stated)	-0.3	nt	nt	15.6	14.5	nt	-0.4	22.2	50.2*
15	Cc1ccc2[nH]c3c(=O)n(CCC4=CCCCC4)cnc3c2c1	-5.9	-1.0	4.5	nt	nt	2.0	-11.8	1.4	nt
16	C#CCOCCOCCOCCNc1nc(N2CCN(C(=O)[C@H](CCC(=O)O)n3cc([C@@H](N)CO)nn3)CC2)nc(N2CCN(C(=O)[C@H](CCC(=O)O)n3cc([C@@H](N)CCSC)nn3)CC2)n1	-3.8	nt	nt	0.8	6.1	nt	22.8	-3.3	4.5
17	Cn1ncc([N+](=O)[O-])c1C(=O)Nc1nccs1	1.5	2.9	-0.5	8.8	0.9	-3.5	1.8	4.0	5.9
18	CN(C)C(=O)C1CCC(=O)N1Cc1cccs1 (configuration not stated)	2.0	-3.2	2.7	9.1	-2.0	1.4	0.0	0.3	-3.1
19	COc1ccc2[nH]c3c(c2c1)CCN1C(=O)C(CC(=O)NC(C)(C)C)C[C@H](C(=O)N(C(C)C)C(C)C)[C@@]31C (some centres not stated)	-2.9	nt	nt	9.4	4.0	nt	nt	10.6	-1.0
20	CCc1ccc(/C=C2/SC(=S)N(CCC(=O)Nc3cccc(C(=O)O)c3)C2=O)cc1	-6.2	-4.9	-0.4	8.7	1.0	-4.4	9.5	-2.8	-11.1
21	CCOC(=O)NC(=O)c1cn(Nc2ccccc2)c(=O)[nH]c1=O	1.1	2.8	3.5	-3.0	-2.9	0.6	17.1	-4.1	1.4
22	COc1ccc(-c2nc(S(=O)(=O)c3ccccc3)c(NCCCN3CCOCC3)o2)cc1	-2.9	nt	nt	3.4	8.3	nt	5.8	4.6	-1.7
23	CCn1cc(C(C)(C)C)c(C#N)c1NC(C)=O	-3.6	8.8	-2.8	4.8	6.3	-1.2	-9.9	1.6	8.9
24	Cc1ccccc1-c1nnc(SCC(=O)NC2CCCC2)n1C	1.9	-0.1	2.6	8.9	2.9	2.7	0.7	6.9	-5.9
25	CCc1ccc(NC(=O)c2cc(-c3ccc4c(c3)OCO4)on2)cc1	2.3	2.3	2.8	-13.4	4.2	0.2	2.9	2.1	1.6
26	CCN(CC)CCn1c2ccccc2c2nc3ccccc3nc21	-0.6	9.3	3.4	8.9	7.2	4.3	-49.2	-0.5	7.9
27	CNc1cc(NS(=O)(=O)c2ccc(N)cc2)nc(NC)n1	-0.8	1.6	6.3	0.5	-1.0	0.8	12.8	6.7	-3.4
28	COc1ccc(NC(=O)Nc2cccc3c2O[C@H](CN(C)S(=O)(=O)c2ccccc2)[C@@H](C)CN([C@H](C)CO)C3=O)cc1	-1.6	nt	nt	-1.2	4.4	nt	18.2	-0.9	12.1
29	O=C(O)c1n[nH]c2ccccc12	-5.8	-1.5	-2.5	5.9	-5.2	-3.6	9.8	-1.0	-13.7
30	O=C1COc2ccc(S(=O)(=O)N3CCN(c4cccc(C(F)(F)F)c4)CC3)cc2N1	4.4	-0.8	1.6	4.8	5.0	-5.1	-8.5	-1.4	-7.8
31	Cc1ccc(NC(=O)c2ccco2)c(NC(=O)C2CCCO2)c1 (configuration not stated)	-1.7	-10.2	5.2	3.0	0.8	-4.3	2.9	-4.9	-3.1
32	O=c1[nH]c2ccccc2nc1N1CCOCC1	3.1	-3.2	5.6	3.8	1.5	-4.0	-2.1	7.1	-4.1

Two entries picked at random from the list so far, as already listed:
#	SMILES	PAD4 FP inh	LYPLA2 inh	GSTO1 counter	PAFAH1B3 inh	PAFAH1B2 FP inh	LYPLA1 inh	PREPL inh	pPAFAH inh	PAFAH2 inh
28	COc1ccc(NC(=O)Nc2cccc3c2O[C@H](CN(C)S(=O)(=O)c2ccccc2)[C@@H](C)CN([C@H](C)CO)C3=O)cc1	-1.6	nt	nt	-1.2	4.4	nt	18.2	-0.9	12.1
32	O=c1[nH]c2ccccc2nc1N1CCOCC1	3.1	-3.2	5.6	3.8	1.5	-4.0	-2.1	7.1	-4.1

Next section:
#	SMILES	PAD4 FP inh	LYPLA2 inh	GSTO1 counter	PAFAH1B3 inh	PAFAH1B2 FP inh	LYPLA1 inh	PREPL inh	pPAFAH inh	PAFAH2 inh
33	NC(=O)c1nsc(C(=O)N(c2ccc3c(c2)OCCO3)C(C(=O)NCC2CCCO2)c2ccc(F)cc2)c1N (configuration not stated)	-2.8	-1.9	18.2	1.8	2.1	-2.5	16.9	0.1	4.3
34	CC1(C(=O)NC2CCCC2)CCC(=O)N1Cc1ccccc1 (configuration not stated)	-1.3	3.3	-0.3	7.5	4.1	1.6	-0.8	5.8	4.5
35	Cc1ccc(C)c2[nH]c(=O)c(CN(CCN3CCOCC3)Cc3nnnn3CC3CCCO3)cc12 (configuration not stated)	0.2	-2.8	-0.9	11.1	4.4	-0.2	7.6	4.4	5.5
36	CC(C(=O)NCC1CCCO1)N1C(=O)C2C3CC(C(Br)C3Br)C2C1=O (configuration not stated)	2.9	-0.1	1.5	5.9	4.8	-1.4	-1.4	-0.1	6.9
37	O=C(CC(NS(=O)(=O)c1ccc(Cl)cc1)c1ccco1)NC1CCCC1 (configuration not stated)	-2.5	6.8	-0.8	3.5	12.6	3.8	-12.6	5.2	5.3
38	Cc1cnc(C(=O)OCC(=O)c2ccc[nH]2)cn1	0.3	-4.6	7.9	8.7	1.6	-3.2	5.2	-3.2	-2.8
39	CCCOC(=O)/C(C(N)=NCc1ccccc1)=C(\O)OCCC	-1.6	-4.0	-1.5	5.2	7.7	-3.4	7.4	7.7	-4.9
40	Cc1csc(Sc2ccc(C(=O)OCC(=O)Nc3ccc(F)cc3[N+](=O)[O-])cc2[N+](=O)[O-])n1	-0.6	-1.8	1.3	6.2	-0.1	0.3	10.8	5.3	33.5*
41	COc1ccccc1/C=N/Nc1cc(C)nc2ccc(C)cc12	5.9	-6.1	-0.7	7.4	-0.7	-3.2	12.8	5.8	-1.1
42	Fc1ccc(C2CC(c3ccco3)=NN2c2ccccc2)cc1 (configuration not stated)	-1.7	7.5	1.6	2.4	3.3	1.4	3.8	9.3	-4.0
43	COc1ccc(NC(=O)Nc2cccc(C(F)(F)F)c2)cn1	-14.1	3.3	-16.7	8.0	2.6	-9.3	7.7	-6.1	-1.3
44	O=[N+]([O-])c1cccc(/C=N/Nc2nc(NCc3ccccc3)nc(N3CCOCC3)n2)c1O	-8.3	6.5	2.7	10.6	5.6	0.2	9.0	25.2*	-0.1
45	COc1ccc(S(=O)(=O)N(C)c2ccc(C(=O)NC3CCCC3)cc2)cc1	-3.2	-6.2	-6.0	2.5	0.4	-1.7	6.3	-1.6	3.4

An excerpt of these results, in transposed form:
27. CNc1cc(NS(=O)(=O)c2ccc(N)cc2)nc(NC)n1
28. COc1ccc(NC(=O)Nc2cccc3c2O[C@H](CN(C)S(=O)(=O)c2ccccc2)[C@@H](C)CN([C@H](C)CO)C3=O)cc1
29. O=C(O)c1n[nH]c2ccccc12

screen / no.	27	28	29
PAD4 FP inh	-0.8	-1.6	-5.8
LYPLA2 inh	1.6	nt	-1.5
GSTO1 counter	6.3	nt	-2.5
PAFAH1B3 inh	0.5	-1.2	5.9
PAFAH1B2 FP inh	-1.0	4.4	-5.2
LYPLA1 inh	0.8	nt	-3.6
PREPL inh	12.8	18.2	9.8
pPAFAH inh	6.7	-0.9	-1.0
PAFAH2 inh	-3.4	12.1	-13.7

A portion of the library; the hit share may differ from the screen's.
